Screening data from PubChem BioAssay.
HT1080 viability = cytotoxicity in HT1080 fibrosarcoma cells, cell-based, fluorescence readout (AID 620) | HT1080 viability, fluorescence; higher % means a stronger effect | one-dose cytotoxicity, % at 10 µM; EC50 in µM for titrated hits | actives 0.42% (n = 87,000); in the data active means cytotoxicity above about 50%;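 further: cells exposed to compound overnight then 4 h with Alamar Blue; 0% = vehicle DMSO and 100% = killing control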
* marks the source's active call; other numbers are inactive results.

Preview (5 entries):
For O=C1C2(c3ccccc3)CN3CN(C2)CC1(c1ccccc1)C3 the results were HT1080 viability -1%.
`CCCCCn1c(N)c(C(=O)NCc2cccs2)c2nc3ccccc3nc21` gave HT1080 viability 4%.
For CCCCC/C(=N\O)c1c[nH]c2ccccc12 the results were HT1080 viability 1%.
`CN1CCN(c2ccc(N)cc2)CC1` gave HT1080 viability 15%.
Clc1ccc(N2CCN(Cc3ccccc3Cl)CC2)cc1 was read as HT1080 viability -9%.

Results (from the top)
For O=C1C2(c3ccccc3)CN3CN(C2)CC1(c1ccccc1)C3 the results were HT1080 viability -1%.
`CCCCCn1c(N)c(C(=O)NCc2cccs2)c2nc3ccccc3nc21` gave HT1080 viability 4%.
For CCCCC/C(=N\O)c1c[nH]c2ccccc12 the results were HT1080 viability 1%.
`CN1CCN(c2ccc(N)cc2)CC1` gave HT1080 viability 15%.
Clc1ccc(N2CCN(Cc3ccccc3Cl)CC2)cc1 was read as HT1080 viability -9%.
`C=CCn1c(O)c(C(CC)=NCCc2ccccc2)c(=O)[nH]c1=O` gave HT1080 viability -2%.
`CN(C)C(=O)Oc1c(Cl)cc(Cl)c2ccccc12` gave HT1080 viability -6%.
CNC(=O)[C@H]1C[C@@H]1[C@H](NP(=O)(c1ccccc1)c1ccccc1)c1ccccc1 was read as HT1080 viability -24%.
Cc1cc(OCc2cc(C(=O)O)oc2C)c2c3c(c(=O)oc2c1)CCCC3 was read as HT1080 viability -5%.
O=C(C1CC(c2ccc(F)cc2)=NO1)N1CCC2(CC1)OCCO2 (stereo not given) was read as HT1080 viability -2%.
Cc1cc(/C=C2/C(=O)NC(=O)N(c3ccccc3)C2=O)c(C)n1-c1ccc(F)cc1 was read as HT1080 viability 2%.
For C=CCn1c(O)c(C=NCCCOc2ccc(CC)cc2)c(=O)[nH]c1=S the results were HT1080 viability -6%.
COC(=O)[C@@H]1C[C@@]2(O)[C@H](O)[C@H](O)[C@H](O)C[C@H]2N1Cc1cccnc1 was read as HT1080 viability -1%.
Screening CC1CCCN(CC(=O)N2CCCc3ccccc32)C1 (stereo not given) returned HT1080 viability -2%.
Screening CCOP(=S)(OCC)SCC(=O)NC(C)(CC)C(=O)O (stereo not given) returned HT1080 viability -2%.
Screening CCCC(=O)Nc1cc(C(=O)N2CCC3(CC2)OCCO3)ccc1S(=O)(=O)c1ccc(C)cc1 returned HT1080 viability 26%.
O=c1c2ccccc2nc(-c2ccco2)n1-c1ccccc1 was read as HT1080 viability -2%.
CCOP(=O)(OCC)C(NC(=O)C(Cl)Cl)C(Cl)(Cl)Cl (stereo not given) was read as HT1080 viability 20%.
`CCC(=NCCCn1ccnc1)c1c(O)n(Cc2ccccc2)c(=O)[nH]c1=O` gave HT1080 viability -7%.
CC(C)C12CN3CCN(CC(C3)/C1=N\O)C2 was read as HT1080 viability -6%.
Screening C#CCOCOCC#CCN(CC)CC returned HT1080 viability 12%.
Screening CCC12CN3CC(CC)(CN(C1)C3c1cccnc1)C2=O (stereo not given) returned HT1080 viability -11%.
`CCC(=Nc1cc(OC)ccc1OC)c1c(O)[nH]c(=O)[nH]c1=O` gave HT1080 viability -4%.
`C=CCn1c(O)c(C(C)=NCCCN2CCOCC2)c(=O)[nH]c1=O` gave HT1080 viability 1%.

Fetched by structure from above (five):
`CCC(=Nc1cc(OC)ccc1OC)c1c(O)[nH]c(=O)[nH]c1=O` gave HT1080 viability -4%.
Screening CCC12CN3CC(CC)(CN(C1)C3c1cccnc1)C2=O (stereo not given) returned HT1080 viability -11%.
O=c1c2ccccc2nc(-c2ccco2)n1-c1ccccc1 was read as HT1080 viability -2%.
CCOP(=O)(OCC)C(NC(=O)C(Cl)Cl)C(Cl)(Cl)Cl (stereo not given) was read as HT1080 viability 20%.
Screening C#CCOCOCC#CCN(CC)CC returned HT1080 viability 12%.

(next part)
For CC(C)NC(=O)Cn1cc(C(=O)c2ccccc2F)c2ccccc21 the results were HT1080 viability -5%.
Screening Clc1ccc2c(c1)C(c1ccccc1Cl)=NCc1nncn1-2 returned HT1080 viability -10%.
For CCCCCCN=C(C)c1c(O)n(Cc2ccccc2)c(=O)[nH]c1=O the results were HT1080 viability -13%.
`O=P(NS(=O)(=O)c1ccc(Cl)cc1)(Oc1ccccc1)Oc1ccccc1` gave HT1080 viability -24%.
`C/C(=N/OC(=O)N(C)C)c1ncc(C(F)(F)F)cc1N1CCOCC1` gave HT1080 viability 0%.
`Cc1ccc(-c2cc(C(F)F)n3ncc(C(=O)N4CCC5(CC4)OCCO5)c3n2)cc1` gave HT1080 viability 1%.
CC(C)NC(C)C(=O)C12CC3CC(CC(C3)C1)C2 (stereo not given) was read as HT1080 viability -8%.
Screening O=P(C(=Nc1ccc(Cl)cc1)N1CCOCC1)(N1CCOCC1)N1CCOCC1 returned HT1080 viability -10%.
For CC(=O)OC1N=C(c2ccccc2)c2cc(Br)ccc2NC1=O (stereo not given) the results were HT1080 viability -8%.
For CC(C)CCC1(CCc2ccncc2)C(=O)NC(=O)NC1=O the results were HT1080 viability -10%.
For O=C(c1cccn2c(=O)c3ccccc3nc12)N1CCC2(CC1)OCCO2 the results were HT1080 viability 19%.
`CCOc1ccc(C2C(C#N)=C(N)Oc3c2c(=O)oc2ccccc32)cc1` (stereo not given) gave HT1080 viability -2%.
Cc1nc2c(=O)n(C)c(=O)nc-2n(C)n1 was read as HT1080 viability 103%*.
`CN(C)CC1CSCCC1(O)c1ccccc1Cl` (stereo not given) gave HT1080 viability -7%.
For COc1ccc(CN2CCN(c3ccccc3F)CC2)cc1O the results were HT1080 viability 2%.
`NCC(CC(=O)O)C1CCCCC1` (stereo not given) gave HT1080 viability -1%.
Screening O=C(c1cnn2c(C(F)(F)F)cc(-c3ccccc3)nc12)N1CCC2(CC1)OCCO2 returned HT1080 viability -7%.
COC(=O)c1c(C)n(Cc2ccco2)c2ccc(O)cc12 was read as HT1080 viability 12%.
CCN1CCC2(CC1)NC(CO)(CO)CO2 was read as HT1080 viability 2%.
`C=CCN(c1ccc(C(=O)N(CC)CC)cc1)S(C)(=O)=O` gave HT1080 viability -12%.
O=CC(Cl)P(=O)(N1CCCCC1)N1CCCCC1 (stereo not given) was read as HT1080 viability -3%.
CCCN1[C@H](C(=O)OC)C[C@@H]2CC[C@@H](O)C[C@@H]21 was read as HT1080 viability 9%.
Screening COC(=O)[C@@H]1C[C@H]2CC[C@H](O)C[C@H]2N1CC1CC1 returned HT1080 viability 21%.
For O=C(c1ccccc1F)c1cn(CC(=O)N2CCCC2)c2ccccc12 the results were HT1080 viability -18%.
`COc1ccccc1N1C(=O)NC(=O)C(CCc2ccncc2)(CCc2ccncc2)C1=O` gave HT1080 viability -6%.
`CCCCn1c(O)c(C(C)=NCc2cc(OC)cc(OC)c2)c(=O)[nH]c1=O` gave HT1080 viability -4%.
`COc1ccc(N2C(=O)CC(N3CCC(n4c(=O)[nH]c5ccccc54)CC3)C2=O)cc1` (stereo not given) gave HT1080 viability 1%.
COC(=O)[C@@]1(Cc2ccc(F)cc2)[C@H]2c3cc(C(=O)N(C)C)[nH]c3C[C@H]2CN1C(=O)c1ccccc1 was read as HT1080 viability -10%.
ON1C2CCCCC2N(O)C1c1ccccc1F (stereo not given) was read as HT1080 viability 23%.
Screening CC(=NCc1ccco1)c1c(O)n(-c2ccccc2)c(=O)[nH]c1=O returned HT1080 viability -7%.
Screening CCN1CCN(Cc2cc(Br)ccc2O)CC1 returned HT1080 viability -4%.
`Cc1cccc(C)c1NC(=O)CN(C)CC(=O)Nc1ccc(C#N)c(Cl)c1` gave HT1080 viability 10%.
Screening CCc1ccc(C(=O)C23CN4CN(CN(C4)C2)C3)cc1 returned HT1080 viability -2%.
Screening CN(C)C(=O)Oc1ccc2ccccc2c1Cl returned HT1080 viability -8%.
CCN(CC)CC(=O)Nc1ccc(Cl)cc1C(=O)c1ccccc1 was read as HT1080 viability -6%.
`CCC(CC)C(=O)NC1CCSC1=O` (stereo not given) gave HT1080 viability -3%.
For CC(C)CCC1(CN2CCCC2=O)C(=O)NC(=O)NC1=O the results were HT1080 viability -3%.

Some of the compounds tested; the hit share may differ from the screen's.
